# Ecoli viability – E. coli V3065 growth inhibition, primary screen, counter-screen for AddAB inhibitor project, absorbance, OD600 | inhibition, % at 11.9 µM | 18 h | AID 449728, 2010 | actives 0.27% (n = 330,000);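 active = inhibition above the campaign's mean inhibition across all tested compounds plus 3 SD, cut at about 9.9% in these data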;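 note: uninfected addAB+ strain grown without phage in ampicillin broth; 0% = DMSO wells and 100% = ciprofloxacin 0.95 µg/ml wells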
# Rtt109 Vps75 – inhibitors of C. albicans Rtt109/Vps75 HAT, primary screen, biochemical, ThioGlo CoA-SH fluorescence, plate reader; Histone acetyltransferase RTT109 (Candida albicans (strain SC5314 / ATCC MYA-2876)), …; purified Rtt109/Vps75, 4 h; inhibition, % at 34.9 µM; actives 0.16% (n = 330,000);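 active = inhibition of at least 50% in every replicate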
# Target sequence (Q5AAJ8 whole entry, looked up): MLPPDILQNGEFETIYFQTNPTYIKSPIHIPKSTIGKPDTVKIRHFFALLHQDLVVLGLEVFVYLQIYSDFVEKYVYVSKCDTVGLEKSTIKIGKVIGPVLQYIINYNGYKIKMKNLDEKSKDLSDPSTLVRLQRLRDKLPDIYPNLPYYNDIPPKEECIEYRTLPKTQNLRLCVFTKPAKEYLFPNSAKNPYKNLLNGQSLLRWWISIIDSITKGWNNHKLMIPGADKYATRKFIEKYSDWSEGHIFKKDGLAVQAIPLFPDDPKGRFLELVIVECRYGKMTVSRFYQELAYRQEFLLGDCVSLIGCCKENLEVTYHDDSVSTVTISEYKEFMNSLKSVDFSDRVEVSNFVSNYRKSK
# PvdQ acylase – P. aeruginosa PvdQ acylase inhibitors, primary screen, biochemical, fluorescence, plate reader and imaging, single point; purified PvdQ acylase; actives 0.063% (n = 340,000); inhibition, % at 10 µM; in the data active = inhibition above about 30%, passing the limit was not always enough;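 note: 0% = vehicle neutral wells and 100% = reference inhibitor wells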
# phage Ecoli inh – growth loss of phage-infected E. coli, primary screen, RecBCD inhibitor project, absorbance, with phage, HTS. actives 0.26% (n = 360,000). inhibition, % at 11.9 µM. AID 651602, 2012; in the data active = inhibition above about 11%
# Tat export inh – E. coli Tat export inhibitors, primary screen, MC4100, TorA-mCherry reporter, fluorescence, single point; AID 488895, 2010; inhibition, % at 10 µM; actives 0.036% (n = 340,000);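 active = mean replicate inhibition at least 50% and at least half of replicates individually reaching 50%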;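 note: exported cargo escapes ClpAP degradation while cytoplasmic cargo is degraded and loses fluorescence; 0% = median of neutral control wells and 100% = median of NaSCN control wells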
# Wnt bcat act – Wnt/beta-catenin pathway activators, primary screen, cell-based, plate reader, single point. Wnt/beta-catenin reporter cell assay, activator. activation, % at 9.35 µM. actives 1.2% (n = 300,000); in the data active = activation above about 30%, passing the limit was not always enough;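 note: 0% = neutral control wells and 100% = positive control wells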
# DAGLB inhibitor – DAGLB lipase inhibitors, primary screen, biochemical, fluorescence, HTS; Diacylglycerol lipase-beta (Homo sapiens), Q8NCG7; HEK293T DAGLB membrane lysate, EnzChek fluorogenic substrate; inhibition, % at 5.17 µM; actives 0.059% (n = 340,000); AID 504411, 2011; in the data active = inhibition above about 34%;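 note: 0% = enzyme with vehicle and 100% = wells lacking enzyme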
# Target sequence (Q8NCG7 whole entry, looked up): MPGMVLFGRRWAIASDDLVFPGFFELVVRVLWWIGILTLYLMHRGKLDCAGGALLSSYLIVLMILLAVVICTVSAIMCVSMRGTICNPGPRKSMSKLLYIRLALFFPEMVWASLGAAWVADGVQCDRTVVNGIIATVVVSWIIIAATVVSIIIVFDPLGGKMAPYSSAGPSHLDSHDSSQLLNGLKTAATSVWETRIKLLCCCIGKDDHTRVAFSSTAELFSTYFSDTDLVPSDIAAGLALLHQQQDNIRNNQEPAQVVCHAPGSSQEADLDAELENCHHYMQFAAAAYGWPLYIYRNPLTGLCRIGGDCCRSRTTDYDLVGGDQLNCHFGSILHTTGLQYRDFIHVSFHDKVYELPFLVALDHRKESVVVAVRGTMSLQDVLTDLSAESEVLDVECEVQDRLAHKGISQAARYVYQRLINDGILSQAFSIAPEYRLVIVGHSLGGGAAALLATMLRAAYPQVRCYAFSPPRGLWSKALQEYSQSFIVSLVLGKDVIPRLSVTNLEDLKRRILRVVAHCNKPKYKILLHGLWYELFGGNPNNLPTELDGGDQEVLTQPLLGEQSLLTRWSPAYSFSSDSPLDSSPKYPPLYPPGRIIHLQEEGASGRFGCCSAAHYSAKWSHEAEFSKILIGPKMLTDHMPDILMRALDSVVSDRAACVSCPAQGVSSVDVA
# CAL PDZ inh – CAL PDZ peptide-binding inhibitors, primary screen, biochemical, fluorescence polarization, Cer-tagged CAL PDZ, HTS; Golgi-associated PDZ and coiled-coil motif-containing protein (Homo sapiens), Q9HD26; purified CAL PDZ, TMR-peptide fluorescence polarization, 1 h; inhibition, % at 20 µM; actives 0.02% (n = 330,000); AID 504414, 2011;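 active = highest replicate inhibition of at least 40%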;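 note: plate controls were DMSO neutral control wells for no effect and unlabeled competitor peptide control wells for full effect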
#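 Assay system – tagged CAL PDZ protein CerCALP, purified · Timing – 1 h at RT · Compound – single point, 20 µM · Measured by – fluorescence polarization from S- and P-plane intensities, G-factor corrected · Evaluation – inhibition from polarization loss · Probe or stimulus – TMR reporter peptide T*-PRC34 · Buffer or medium – pH 7.4 phosphate-saline buffer, reducing agent, detergent, IgG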
# AddAB inh – growth inhibition of E. coli expressing H. pylori AddAB, primary screen, AddAB inhibitor project, absorbance. inhibition, % at 11.9 µM. actives 0.29% (n = 330,000). AID 435030, 2010; in the data active = inhibition above about 12%;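 note: 0% = vehicle wells of infected cells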
# PfHsp90 yeast 2 – growth inhibition of PfHsp90-expressing yeast, primary screen, antimalarial PfHsp90 inhibitor project, S. cerevisiae, BacTiter-Glo luminescence, single point, set 2; AID 504621, 2011; BacTiter-Glo ATP, 48 h; yeast lacking PDR1 and PDR3 efflux regulators; inhibition, % at 9.4 µM; actives 0.32% (n = 310,000);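 active = every replicate shows inhibition above about 80%, whatever the replicate mean, limit read from the data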;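 note: 0% = DMSO neutral controls and 100% = 20 µM radicicol positive controls; yeast relying on Plasmodium falciparum Hsp90 in place of its own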
# * hit, by the source's call; / = no result given; & = joins results of further samples.
nr	Compound	Ecoli viability	Rtt109 Vps75	PvdQ acylase	phage Ecoli inh	Tat export inh	Wnt bcat act	DAGLB inhibitor	CAL PDZ inh	AddAB inh	PfHsp90 yeast 2
1	CCOC(=O)c1ccc(NC(=O)COc2ccccc2CNCCc2ccccc2)cc1	3.5	17	-4	5.2	6	-1	3	-5.9	1.2	-12
2	COc1ccc(SCCc2nnc(-c3ccccc3)o2)cc1	-3.4	6	-8	0.1	-8	1	-18	-1.0	1.5	-7
3	Cc1ccc2nc(C3CCCN3Cc3nc(CCC(C)C)no3)[nH]c2c1 (configuration not stated)	-3.5	-5	-19	3.8	4	0	-5	5.3	-2.7	-13
4	O=C(O)c1cccc(CSc2nnc(-c3ccc(Cl)cc3)o2)c1	-0.8	0	-12	0.8	0	0	3	-1.4	-1.2	-17
5	Cc1nnc(Sc2cc(C(=O)NCc3ccco3)c3ccccc3n2)s1	-2.3	-12	-11	3.3	-1	/	-4	-0.8	4.4	2
6	CC(=O)c1ccc(Sc2nnnn2-c2ccccc2)c([N+](=O)[O-])c1	0.3	-3	-10	4.1	-5	/	-13	-1.3	4.5	-10
7	Cc1cc(Cl)ccc1NC(=O)Cn1cncn1	0.8	/	8	1.9	-2	-1	-1	-0.7	5.1	-13
8	CCn1c(=O)c2cc(C(=O)N(C)CC(OC)OC)sc2c2ccccc21	1.2	/	4	1.5	-3	-1	-3	-1.9	0.3	7
9	CCN1CCN(CCCNC(=O)c2cc3cc4ccc(OC)cc4nc3o2)CC1	0.5	-158	-16	/	-8	/	-2	-1.9	2.6	-33
10	CC(=O)Nc1sc(N/N=C\c2ccccc2)nc1-c1cccs1	-1.3	1	-14	3.3	10	23	3	-1.4	1.7	-31
11	Nc1nc(SCc2ccc(Br)cc2)c2ncn(C3OC(CO)C(O)C3O)c2n1 (configuration not stated)	/	6	-14	4.8	1	-3	0	-0.7	/	-29
12	CC(C)(C)c1cc(OC(=O)c2ccncc2)ccc1O	-1.1	-3	-14	0.5	4	1	-2	/	1.2	8
13	COCCNC(=O)C(c1ccc(C)o1)N(C(=O)c1snc(C(N)=O)c1N)c1ccc(C)c(C)c1 (configuration not stated)	-0.1	10	-7	0.9	9	3	1	-0.4	-1.5	-1
14	S=C(NCCC1=CCCCC1)NCc1ccco1	1.4	-2	4	1.8	3	3	-2	-0.6	2.4	-8
15	CN(NC(=O)c1ccc(Cl)cc1)c1nc(-c2ccccc2)nnc1C(F)(F)F	1.1	-4	1	1.5	6	/	-4	1.1	5.6	14
16	Cc1nnc(NC(=O)C2CCCN(S(=O)(=O)Cc3ccccc3)C2)s1 (configuration not stated)	-1.2	0	-7	1.1	-6	/	-1	/	1.9	11
17	O=C(COC(=O)CNC(=O)c1ccc(Cl)cc1Cl)NCC1CCCO1 (configuration not stated)	2.2	-13	-12	3.3	-15	-1	0	-0.8	0.3	-39
18	c1ccc(N2CCN(c3nc(NCc4ccco4)c4ccccc4n3)CC2)cc1	0.3	11	-5	2.1	0	/	2	0.3	6.6	-9
19	O=C1C=C(NCCNc2c(F)c(F)c(CO)c(F)c2F)CCC1	-2.5	-7	-7	3.2	12	/	0	-1.5	0.0	-5
20	COC(=O)CC(CP(=O)(O)CN(C)C=O)C(=O)OC (configuration not stated)	-0.4	-9	-21	4.3	-2	1	1	-1.5	0.2	-15

# Two compounds from above, reduced to DAGLB inhibitor.
nr | Compound | DAGLB inhibitor
18 | c1ccc(N2CCN(c3nc(NCc4ccco4)c4ccccc4n3)CC2)cc1 | 2
15 | CN(NC(=O)c1ccc(Cl)cc1)c1nc(-c2ccccc2)nnc1C(F)(F)F | -4

# (continued)
nr	Compound	Ecoli viability	Rtt109 Vps75	PvdQ acylase	phage Ecoli inh	Tat export inh	Wnt bcat act	DAGLB inhibitor	CAL PDZ inh	AddAB inh	PfHsp90 yeast 2
21	O=C(Nc1ccc(O)cc1)c1ccc(NC(=O)C2CCCO2)cc1 (configuration not stated)	/	-1	-22	3.6	-8	-3	2	-2.2	/	20
22	CCOC(=O)C(/C=C(\C#N)C(=O)OCC)=C(/N)N1CCN(c2ccc(OC)cc2)CC1	-1.3	-4	14	2.8	-1	/	0	0.6	1.7	-11
23	c1ccc(-c2cnnc(N3CCOCC3)n2)cc1	0.7	-2	-3	1.2	-3	8	-1	-0.9	3.3	/
24	Cc1ccnc(-n2c(CCN3C(=O)c4ccccc4C3=O)nc3ccccc3c2=O)c1	-1.1	-3	-13	2.8	4	5	2	-2.1	0.7	58
25	CCCCNC(=S)N/N=C/c1ccc(OCC(=O)Nc2c(C)cc(C)cc2C)c(OC)c1	-1.1	-16	-9	4.9	-3	-14	2	-0.9	0.5	9
26	Cc1ncoc1C(=O)N1CCc2c([nH]c3ccccc23)C1C1CCCCC1 (configuration not stated)	-2.8	2	8	2.4	-3	0	-2	-0.7	-0.2	-83
27	Cc1cc(OCC(=O)Nn2cnnc2)ccc1Br	-0.1	10	9	/	-9	0	-2	-2.9	1.1	-7
28	OC(COc1ccc(F)cc1Cl)CN1CCc2ccccc2C1 (configuration not stated)	-2.1	-4	-16	0.0	4	0	-2	-2.9	2.6	15
29	CN(CC(=O)Nc1ccc(F)cc1)C(=O)c1ccc(OCc2cn3ccccc3n2)cc1	-0.5	2	-2	2.2	-1	10	0	-1.7	-0.8	/
30	CC1CCCCC1NC(=O)NC(=O)COC(=O)c1nccnc1N (configuration not stated)	-1.0	0	-23	2.7	-7	-6	-3	0.4	-2.9	-15
31	Cc1cc(C)cc(Oc2coc3cc(OC(=O)c4cccs4)ccc3c2=O)c1	1.4	-25	-11	2.7	-4	/	-5	-1.1	1.9	23
32	O[C@@H]1CN(Cc2ccccc2Cl)CC[C@H]1N1CCOCC1	-0.1	4	13	2.1	-7	0	-1	0.7	1.1	8
33	Cn1c(=O)c2c(ncn2CC(=O)Nc2nnc(Cc3ccccc3)s2)n(C)c1=O	-0.7	7	0	3.0	-2	1	3	-0.9	3.8	-1
34	CCn1cc(C(=O)OCc2ccc(F)cc2)c(=O)c2ccc(C)nc21	-2.8	6	-20	1.4	8	-7	-3	0.8	1.4	0
35	COc1ccccc1/C=C1\SC(=S)N(CCC(=O)NCCc2ccc(O)cc2)C1=O	-1.9	1	0	-0.6	-3	11	0	-2.2	1.2	-39
36	Cc1cccc(NC(=S)N2CCN(S(=O)(=O)c3cccc(F)c3)CC2)c1	3.4	16	0	2.7	-2	0	-2	-2.1	3.1	19
37	CC(=O)c1cccc(NC(=O)NCc2ccc3c(c2)OCO3)c1	-1.9	0	-8	4.2	-3	2	-1	-2.1	-0.2	-34
38	CC(C)(C)Cc1nnc(NS(=O)(=O)c2ccccc2)s1	4.2	10	5	3.5	2	4	0	-1.9	3.7	-2
39	Cc1ccnc(NC(=O)CCCOc2cc(=O)n(C)c3ccccc23)c1	-0.6	-4	-17	-0.1&0.9	-4	-1	0	-1.9	0.5	/
40	COc1ccc2c(c1)C(=NNC(=O)c1ccccn1)c1cc(OC)ccc1-2	0.1	-10	-15	2.9	14	-4	1	-1.6	0.0	-1
41	CC(C)(C)c1ccc(C(=O)Cn2cnnc2C#N)cc1	-3.2	-3	9	3.0	-8	1	-3	-2.6	1.9	34
42	CC(C)(C)c1ccc(-c2noc(-c3ccc4c(c3)CCO4)n2)cc1	-0.5	3	-1	1.9	0	29	-7	0.9	-0.1	9
43	C=CCNC(=O)c1ccccc1NC(=O)c1ccc(Cl)c(S(=O)(=O)Nc2ccccc2)c1	0.2	25	3	-0.1	-3	/	-3	-2.5	-0.8	1
44	C[C@]12CCC(=O)C=C1CC[C@@H]1[C@@H]2CC[C@@]2(C)[C@H]1CC[C@@]21CCC(=O)O1	0.4	-3	6	0.9	1	-3	-2	-0.1	-1.6	-2
45	Cn1ccsc1=NC(=O)c1ccc(S(C)(=O)=O)c([N+](=O)[O-])c1	-0.9	2	-7	2.2	-11	3	-1	0.6	1.5	7
46	Cc1ccc([N+](=O)[O-])c(OCc2ncc(Cl)n2C)c1	2.3	-8	-13	2.0	3	4	1	-3.2	1.5	2
47	O=C(COC(=O)c1ccc[nH]c1=O)Nc1cc(S(=O)(=O)N2CCCCC2)ccc1Cl	1.4	-2	-19	2.2	0	-1	-1	-2.6	1.4	-8
48	CCn1c(NCc2ccccc2NS(=O)(=O)c2ccc(C)cc2)nc2ccccc21	4.3	-10	-4	1.5	0	-4	-2	-2.8	5.6	-7
49	COCCn1c(SCC(=O)N2CCc3ccccc3C2)nc2ccccc2c1=O	1.8	12	-6	4.0	-4	11	-1	-4.0	3.2	-1
50	Cc1nc(SCc2cccnc2)[nH]c(=O)c1C	-0.2	-18	6	/	-3	/	-2	-0.5	5.4	-6
51	O=C(CSc1nnc(SCc2ccc(Cl)cc2)s1)N/N=C/c1ccc(Cl)cc1Cl	0.6	-4	-10	2.0	-4	0	0	-0.1	1.4	-11
52	Nc1nnc(SCC(=O)OCC(=O)Nc2ccccc2F)s1	0.7	2	10	3.9	-2	-3	-1	-1.6	4.5	-1
53	CCN1CCN(C(c2ccc(F)cc2)c2nnnn2Cc2cccs2)CC1 (configuration not stated)	2.6	-5	-6	3.0	1	/	-1	-1.0	0.1	12
54	Cc1cc(C)c(C(N)=O)c(Nc2ccc(F)cc2)n1	-0.6	8	-15	2.1	-15	0	0	2.2	1.2	7
55	CCOC(=O)CNC(=O)COc1coc(CN2CCN(Cc3ccccc3)CC2)cc1=O	2.5	-6	-12	-2.0	-3	-2	1	-2.2	1.9	2
56	CC1CCN(C(=O)CCc2ccc(S(=O)(=O)NC(C)C)cc2)CC1	0.7	7	16	3.5	-8	/	1	-0.3	-2.0	6
57	C/C(=C1\SC(N2CCOCC2)=NC1=O)c1ccc(C)cc1	1.7	-9	-5	1.8	1	/	2	-1.7	3.4	3
58	O=C(CSc1nnc(-c2ccc3c(c2)OCO3)o1)Nc1ncc(Cl)cc1Cl	-6.0	-11	-10	1.7	-2	18	1	-2.4	2.9	12
59	O=C(CSc1nc2[nH]c(=O)cc(O)c2s1)Nc1cc(Cl)cc(Cl)c1	-0.6	-6	-1	0.8	3	0	15	-3.1	1.8	1
60	O=C(CN1C(=O)NC(Cc2ccccc2)C1=O)Nc1ccc(F)c(F)c1F (configuration not stated)	-3.8	-5	-10	0.8	-13	-1	1	0.4	-0.4	/
61	N#CCc1nc2c3c4c(sc3ncn2n1)CCCC4	/	0	-11	0.0	6	-12	-2	-2.2	/	-14
62	COc1ccc(-c2cc3ccccc3oc2=O)cc1	2.1	0	-6	2.5	9	-1	-2	-0.5	2.5	-11
63	O=C(CNC(=O)c1ccc(Br)o1)NNC(=O)c1cccc(Cl)c1	-0.6	-5	21	1.8	7	-1	1	-3.4	1.3	-4
